# Compound activity deposited in PubChem BioAssay by several laboratories.
# rCAG RNA binder = r(CAG) repeat RNA binding. TO-PRO-1 dye displacement fluorescence. inhibition, % at 3 µM. actives 1.3% (n = 370,000). AID 651821;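 active = inhibition above the plate cutoff, the mean of all test compounds on that plate plus 3 SD, cut at about 35% in these data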;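 note: 0% = DMSO alone and 100% = 100 µM mitoxantrone as full dye displacement; higher means more dye released from RNA so lower well fluorescence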
# ASAP1 inh = inhibitors of human ASAP1 ArfGAP activity. Q9ULH1. ASAP1-stimulated ARF1 GTP hydrolysis, GDP FP detection. inhibition, % at 16.5 µM. actives 0.19% (n = 360,000). AID 624377; in the data active = inhibition above about 25%;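 note: 0% = vehicle with enzyme and substrate and 100% = no enzyme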
# ARFGAP1 inh = inhibitors of rat ARFGAP1 | Arfgap1-stimulated ARF1 GTP hydrolysis, GDP FP detection | AID 651572 | Q62848 | inhibition, % at 16.5 µM | actives 0.26% (n = 360,000);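 active = inhibition above a per-plate limit, mean inhibition of low control wells plus 3 SD, cut at about 25% in these data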;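 note: 0% = DMSO wells with enzyme and 100% = wells lacking Arfgap1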
#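 Repeats: one replicate per compound; assay system: rat Arfgap1 catalytic domain, aa 1-136; times: enzyme reaction 120 min at 25 °C after 20 min preincubation; detection: FP of antibody-bound GDP Alexa 633 tracer, ex 620/em 688 nm; benchmarks: high control wells lacking Arfgap1, low control full reaction with DMSO; reagent: human ARF1(Δ1-17)-GTP substrate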
# NPR1 activator = GC-A (human) enzyme activation; HEK293 GC-A cells, cGMP TR-FRET, EC30 ANP; 0% at EC30 ANP, 100% saturating ANP; activation, % at 10 µM; actives 0.14% (n = 370,000); AID 1671463; in the data active = activation above about 40%
# Target sequence (P16066 whole entry, looked up): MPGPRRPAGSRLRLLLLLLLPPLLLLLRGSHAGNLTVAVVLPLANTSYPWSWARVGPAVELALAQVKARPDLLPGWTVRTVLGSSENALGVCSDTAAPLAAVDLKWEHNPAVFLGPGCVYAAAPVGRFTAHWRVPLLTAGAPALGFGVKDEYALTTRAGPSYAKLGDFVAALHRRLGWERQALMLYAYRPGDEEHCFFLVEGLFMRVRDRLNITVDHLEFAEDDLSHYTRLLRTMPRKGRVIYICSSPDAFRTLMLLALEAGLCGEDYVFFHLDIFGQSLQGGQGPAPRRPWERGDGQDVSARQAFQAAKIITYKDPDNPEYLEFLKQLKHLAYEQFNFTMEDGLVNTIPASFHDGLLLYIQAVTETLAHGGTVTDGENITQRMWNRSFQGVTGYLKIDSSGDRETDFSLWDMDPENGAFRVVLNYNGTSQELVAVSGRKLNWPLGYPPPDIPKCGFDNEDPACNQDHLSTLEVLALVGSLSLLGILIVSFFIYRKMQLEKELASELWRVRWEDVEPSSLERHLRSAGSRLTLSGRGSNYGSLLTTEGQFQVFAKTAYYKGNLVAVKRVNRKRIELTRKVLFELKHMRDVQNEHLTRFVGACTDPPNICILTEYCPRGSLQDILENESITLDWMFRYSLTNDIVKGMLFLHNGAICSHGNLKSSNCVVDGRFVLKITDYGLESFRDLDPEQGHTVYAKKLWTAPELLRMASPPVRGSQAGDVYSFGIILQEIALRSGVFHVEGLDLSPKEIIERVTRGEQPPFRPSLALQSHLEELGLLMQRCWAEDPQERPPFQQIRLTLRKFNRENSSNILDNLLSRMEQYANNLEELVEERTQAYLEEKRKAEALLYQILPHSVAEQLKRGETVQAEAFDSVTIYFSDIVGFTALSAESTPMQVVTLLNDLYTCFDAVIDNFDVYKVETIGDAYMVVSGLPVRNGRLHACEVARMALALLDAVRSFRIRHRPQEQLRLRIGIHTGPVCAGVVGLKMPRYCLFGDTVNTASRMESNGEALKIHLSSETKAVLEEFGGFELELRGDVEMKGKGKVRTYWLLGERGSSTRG
# FXN GAA850 act = activators of GAA850 frataxin (FXN) promoter | AID 540364 | actives 0.56% (n = 360,000) | activation, % at 6 µM | HEK293 lucGAA850 FXN promoter luciferase reporter, 24 h; percent of 10 µM SAHA response;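 active = activation above the average of all compounds screened plus 3 SD, cutoff fixed separately per campaign, cut at about 7.5% in these data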;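 note: 0% = DMSO wells and 100% = 10 µM SAHA wells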
# HGIII-sPLA2 inh = Inhibits HGIII-sPLA2 liposome hydrolysis, primary screen | actives 0.56% (n = 370,000) | QFRET BODIPY PC-A2 liposome hydrolysis, fluorescence | AID 743126 | Q9NZ20 | inhibition, % at 12.2 µM;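 active = inhibition above mean plus 3 SD of compounds lying within the high and low control bounds, cut at about 19% in these data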;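 note: 0% = median of test compound wells and 100% = no enzyme DMSO wells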
# proKLK7 act = proKLK7 (human) activation, primary screen | AID 652039 | actives 0.9% (n = 370,000) | activation, % at 7 µM | purified proKLK7, EDANS-DABCYL substrate fluorescence; 100% is mature enzyme control, 0% vehicle;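 active = activation above the mean of all tested compounds plus 3 SD, computed per campaign excluding outliers beyond control limits, cut at about 13% in these data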
# DDE Tn6 FP inh = inhibitors of Tn6 peptide binding to human fibrin DD(E) | P02675 | Fibrin DD(E) TRITC-Tn6 fluorescence polarization displacement | inhibition, % at 8.3 µM | actives 0.21% (n = 370,000) | AID 720509;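 active = inhibition above a per-campaign cutoff: mean of compounds within control limits plus 3 SD, cut at about 15% in these data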;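 note: 0% = median of all compound wells on the plate and 100% = blocking peptide control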
# ADAM10 inh = inhibitors of human ADAM10; inhibition, % at 7 µM; AID 720582; O14672; recombinant ADAM10, EDANS/DABCYL FRET peptide cleavage, 3 h; actives 0.62% (n = 370,000);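 active = inhibition above a per-campaign cutoff equal to the mean of compounds falling between control-based bounds plus 3 SD, cut at about 20% in these data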;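 note: 0% = DMSO wells while the 100% control is not disclosed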
# GC-B act = GC-B (human) receptor activation; P20594; HEK293-GC-B cells, CNP EC30, cGMP TR-FRET; 0% at EC30 CNP, 100% saturating CNP; activation, % at 10 µM; actives 0.11% (n = 370,000); AID 1920062;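 active = activation at 10 µM reaching about 35% in either raw or pattern-adjusted values, limit read from the data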
# The depositor's hits bear a star; . = no result given.
SMILES,rCAG RNA binder,ASAP1 inh,ARFGAP1 inh,NPR1 activator,FXN GAA850 act,HGIII-sPLA2 inh,proKLK7 act,DDE Tn6 FP inh,ADAM10 inh,GC-B act
CC1CCN(CCc2nc3cc(NC(=O)Nc4ccccc4)ccc3n2C)CC1,-1,-5,12,1,7.2,-6,0.9,-5,-135,1
CCNC(=S)N1CCN(S(=O)(=O)c2ccc(C)c(C)c2)CC1,1,10,2,0,-0.8,5,0.1,3,-5,-4
COc1ccc(N2CCN(C(CNC(=O)c3cccc(Cl)c3)c3cccnc3)CC2)cc1 (stereo not given),-2,-5,-6,-2,1.6,2,-0.3,10,-10,7
O=c1c2cccnc2n(-c2ccccc2)n1Cc1ccc(Cl)cc1,0,1,1,-4,3.3,7,-0.8,3,-19,-1
CCSc1nc(O)c(Cc2ccccc2)c(=O)[nH]1,-2,2,1,6,-1.0,3,0.0,0,1,3
O=C(CN1CCN(CC(=O)Nc2ccccc2Cc2ccccc2)CC1)Nc1ccccc1Cl,2,11,-12,-3,0.4,6,-0.2,2,10,2
Cc1cccc(NC(=O)COC(=O)c2ccccc2-c2nc3ccccc3s2)c1C,-4,8,8,-7,2.1,-2,0.4,3,3,-4
COC(=O)c1ccc(CSc2nc3ccccc3o2)cc1,-4,1,14,7,1.6,4,-0.1,3,14,-2
CS(=O)(=O)c1nc(-c2ccccc2)cc(C(F)(F)F)n1,2,9,4,.,25*,1,1.7,-7,-16,.
Cc1ccc2ccc(C(Nc3ccccc3)c3ccccc3)c(O)c2n1 (stereo not given),6,-1,1,1,.,5,0.4,0,13,-8
Cc1ccc(OCC(=O)Nc2ccc(CN3CCCCC3)cc2)c(C)c1,-6,8,-10,-6,3.1,-10,-1.1,3,3,8
Cc1[nH]c2ccccc2c1C(=O)COC(=O)C1CC(O)CN1S(=O)(=O)c1ccc(Cl)cc1 (stereo not given),4,-2,-4,3,1.6,-26,0.6,-6,-3,12
COc1ccc(C(=S)N2CCN(c3ccccc3C)CC2)cc1OC,1,7,2,-5,0.1,6,0.1,-3,5,2
O=C(O)/C(=C\c1ccc(Br)cc1)c1ccc(S(=O)(=O)N2CCCCC2)s1,47*,-12,-5,3,1.2,-21,-0.1,0,-13,0
Cc1ccc(S(=O)(=O)CC(=O)c2ccccc2[N+](=O)[O-])cc1,21,2,10,-4,0.4,-18,-0.1,-2,6,3
O=c1[nH]c(CN2CCN(c3ccccn3)CC2)nc2c(Br)cc(Br)cc12,5,15,0,-1,1.1,-7,0.9,-1,-2,1
O=C(c1cc(Cl)cc(Cl)c1)N1CCC(=O)N([C@H](COCc2ccccc2)Cc2ccccc2)CC1,3,3,5,-6,.,-9,1.4,-5,1,-12
O=C(CCN1CCOCC1)c1ccc2c(c1)OCCO2,-1,-10,-7,6,-2.3,4,0.4,1,-10,-5
Cc1ccc(S(=O)(=O)NC(=NC2CCCCC2)c2ccc(F)cc2)cc1,-1,-5,5,-3,0.0,6,0.5,1,-9,0
O=c1[nH]c2ccc([N+](=O)[O-])cc2nc1/C=C(\O)c1ccccc1,1,4,1,1,-0.3,1,0.5,6,-2,-9
Cc1cc(C)nc(N2N=C(C(C)(C)C)CC2=O)n1,-5,-12,-7,-3,16*,3,-0.4,-4,0,1
O=C(NCCCn1ccnc1)c1ccc(C(F)(F)F)cc1,1,-4,4,0,0.4,-3,0.3,1,4,5
O=C(Cn1cnc2c(nnn2Cc2ccccc2)c1=O)Nc1ccc2c(c1)OCCO2,3,4,15,1,1.0,-6,0.2,8,-3,1
Cc1nn(S(=O)(=O)N2CCCCC2)c(C)c1Br,-3,6,-3,-3,1.7,7,0.1,7,2,0
O=C(O)CNC(=S)N(Cc1ccccc1F)C1CCCCC1,-2,-11,-7,0,-0.3,6,-0.2,-6,-4,-4
O=C(O)c1cccc(-n2cccc2/C=C2/NC(=O)N(Cc3ccccc3F)C2=O)c1,7,8,0,-8,1.1,-4,-0.3,7,-3,-13
O=C(O)CSc1nnc(CNc2ccc(F)cc2)n1-c1ccccc1,5,6,-22,6,-1.7,3,1.0,-10,11,-2
COc1ccc(C2N(c3ccc(F)cc3)C(=O)C3CCCN32)cc1 (stereo not given),2,0,1,0,0.3,1,-0.6,4,-16,-2
CCOC(=O)CNC(=O)c1cc(-c2ccc3c(c2)OCCO3)oc1C,2,-5,5,13,4.5,-6,0.1,5,-6,4
C#CCNC(=O)C[C@H]1C[C@@]2(C(=O)OC)C(=C[C@H](C(C)C)O[C@@H]2C2CC2)N(Cc2ccc3c(c2)OCO3)C1=O,4,.,.,-8,.,0,0.3,1,4,-14
CSc1ncccc1C(=O)OCC(=O)c1cc(C)n(CC2CCCO2)c1C (stereo not given),-3,6,10,0,-2.1,1,0.0,-2,-7,5
O=C(COc1ccc(S(=O)(=O)NC2CCCCC2)cc1Cl)NCc1cccnc1,3,6,5,-3,0.9,-9,-0.8,4,9,-12
CCOc1ccc(N(CC(=O)NC(C)(C)C)C(=O)CCC(=O)Nc2nccs2)cc1,-2,4,-5,-1,-0.1,2,0.8,-4,8,1
O=C(c1ccc(S(=O)(=O)N2CCCC2)cc1)N(c1ccccc1)C1C=CS(=O)(=O)C1 (stereo not given),-2,-7,8,0,3.0,5,0.0,3,-2,-4
CCN1CCN(c2ccc(NC(=O)Cc3ccccc3)cc2)CC1,-5,6,1,3,-0.4,1,0.7,-1,2,4
O=C(NCCNc1ccc([N+](=O)[O-])cc1)c1cccc2c(Br)cccc12,0,-4,-1,-11,-0.4,1,0.4,-1,-54,-7
CCc1c(C(=O)NCCc2ccc(OC)c(OC)c2)[nH]c(C)c1C(C)=O,-3,-8,-3,1,1.3,4,-0.5,3,-1,-2
CCOc1ccc(NC(=O)CN(C)C(=O)c2ccc(OCC3CCCO3)cc2)cc1OCC (stereo not given),-8,7,-5,0,-0.7,-4,0.1,4,1,4
Cn1nnc(NC(=S)NC(=O)c2cccc3ccccc23)n1,4,2,3,-3,1.2,13,0.5,-2,-5,0
Cc1noc(C)c1C(=O)NCCc1ccc(S(N)(=O)=O)cc1,2,2,2,2,3.5,-3,-0.1,4,-1,-2

# Brought forward from above: 3 entries; new compounds follow.
SMILES,rCAG RNA binder,ASAP1 inh,ARFGAP1 inh,NPR1 activator,FXN GAA850 act,HGIII-sPLA2 inh,proKLK7 act,DDE Tn6 FP inh,ADAM10 inh,GC-B act
CCOc1ccc(NC(=O)CN(C)C(=O)c2ccc(OCC3CCCO3)cc2)cc1OCC (stereo not given),-8,7,-5,0,-0.7,-4,0.1,4,1,4
Cn1nnc(NC(=S)NC(=O)c2cccc3ccccc23)n1,4,2,3,-3,1.2,13,0.5,-2,-5,0
Cc1noc(C)c1C(=O)NCCc1ccc(S(N)(=O)=O)cc1,2,2,2,2,3.5,-3,-0.1,4,-1,-2
Cc1cc(C)nc(NC(=O)c2cccc([N+](=O)[O-])c2C)n1,1,-11,-15,0,0.1,1,-0.6,-2,1,8
O=C(Cc1c(F)cccc1Cl)OCC(=O)c1ccc[nH]1,4,11,-3,0,1.5,-4,0.3,7,-7,0
CCC(CC)c1nnc(NC(=O)c2ccc(N3CCCCC3)c([N+](=O)[O-])c2)s1,-4,8,1,-1,0.9,2,0.3,-3,-2,1
COc1cc2c(cc1OC)CN(CC(=O)Nc1ccc(C#N)cc1)CC2,-3,-1,-4,0,0.4,-1,17*,-2,-76,-1
Cc1cc(C)cc(N(C(=O)c2csnn2)C(C(=O)NC2CCCC2)c2cccnc2)c1 (stereo not given),-6,5,6,-14,-1.1,1,-0.1,-8,1,-9
COCCNC(=O)Cn1c(=O)n(CCCC(=O)NCc2ccc3c(c2)OCO3)c(=O)c2sccc21,6,6,3,4,-1.6,-2,0.3,3,4,2
CC/C(=N\NC(=O)c1cc(C2CC2)[nH]n1)c1ccccc1,1,5,-1,-1,2.7,-5,-0.2,2,-2,2
Cc1ccc(-c2cc(C(F)F)n3ncc(C(=O)Nc4c(C)nn(Cc5ccccc5Cl)c4C)c3n2)cc1,2,3,-6,-3,-1.6,0,-0.4,-2,-8,-6
CCCCOC(=O)C1=C(C)Nc2ncnn2C1c1ccc(OC)c(OC)c1OC (stereo not given),-9,2,10,-14,-1.9,-2,0.8,-4,-4,-3
Cc1ccc(OCC(O)CN2CCN(CC(O)COC(C)C)CC2)c(C(C)(C)C)c1 (stereo not given),-12,-1,-13,-3,0.1,-8,0.2,-1,-6,0
Cc1ccc(NC(=O)Cc2cccc(OC(F)F)c2)c(S(=O)(=O)N2CCOCC2)c1,3,.,.,-2,.,7,0.1,-1,9,7
Cc1cccc(C)c1NC(=O)CSc1nc(C2CC2)nc2ccccc12,0,-8,2,0,-0.3,-3,0.4,6,0,5
CN(CC(=O)Nc1ccccc1Cl)C(=O)Cn1cc(C(F)(F)F)cc(Cl)c1=O,-2,13,3,3,0.4,9,-0.4,6,-11,3
Cc1cccc(Nc2nc(N)c([N+](=O)[O-])c(N3CCC(C)CC3)n2)c1,2,11,4,17,5.8,-14,-0.3,3,14,6
COc1cc(C(=O)NC2CC3CCCC(C2)N3C2CC2)cc(OC)c1OC (stereo not given),-2,15,5,2,-1.7,0,-0.1,-2,0,-5
N#Cc1ccc(/C=C2\CCn3c2nc2cc(C(=O)O)ccc2c3=O)cc1,2,-2,3,-2,0.6,5,3.2,2,-120,0
C=CCN=C(NC#N)SCc1ccccc1Cl,2,7,10,8,0.4,-2,-0.2,2,8,3
CCn1c(SCC(=O)c2ccc(O)c(O)c2)nnc1-c1ccc(C)cc1,21,-13,5,-4,3.6,-1,0.0,9,-3,2
CN1c2ccccc2SC2C(c3ccccc3)=NOC21 (stereo not given),0,-6,-3,-4,.,-4,0.3,4,-5,-3
N=C1C(c2ccccc2)=C(O)CN1c1ccc2c(c1)OCO2,1,-13,-8,2,-1.8,-1,-0.8,-1,13,4
O=C(NCc1ccc(F)cc1)c1cc2c(s1)CS(=O)(=O)C2,7,4,1,-4,0.9,3,0.6,4,-1,0
CC1=CC(C)(C)N(C(=O)CN2C(=O)CCC2=O)c2ccccc21,-7,5,-1,1,1.0,3,-0.3,-1,8,-3
OC(c1cccc(Cl)c1)c1nc(-c2ccccc2)cs1 (stereo not given),1,3,-1,0,2.3,-1,-0.4,-2,3,1
O=C(CBr)Nc1c2c(nn1-c1ccccc1)CSC2,16,-2,-15,-2,0.2,-6,-1.2,4,5,-3
O=C(NCc1ccc2c(c1)OCO2)C1CCC(CNS(=O)(=O)c2ccc(Cl)cc2)CC1 (stereo not given),-4,13,-1,-1,-0.2,-10,0.2,5,2,5
COc1cccc(NS(=O)(=O)c2cc3c(cc2C)N(C)CCO3)c1,1,13,11,-17,0.7,-8,0.6,2,-8,-16
O=C(CN1CCOCC1)Nc1ccccc1Cl,0,10,7,-1,-1.3,4,-0.6,9,6,3
CCN1C(=O)c2cccc3c(NC(=O)C(C)(C)C)ccc1c23,0,4,8,0,1.0,5,0.5,4,-5,-3
